From PubChem BioAssay
KB-V1 cytotox = qHTS assay for MDR1-selective chemotherapeutics: Primary screen using the drug-selected MDR subline cells KB-V1. KB-V1 MDR cells viability, CellTiter-Glo, 72 h. Potency, µM (titrated, usually from 46.1 µM), for inactives: top-dose activity change, negative = cytotoxicity, most hits filed as cytotoxic. 400,000 tested, 3.4% active; further: potency means the concentration at half of the fitted maximal effect; on the % scale 0 is the no-effect control and ±100 the full control effect; nearly all actives have a fitted effect of over 60% in size
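Drug-selected KB-V1 cells, grown in DMEM lacking phenol red with 10% FBS, receive compound titrations; after three days at 37 degrees C, surviving cell ATP is quantified by CellTiter-Glo luminescence and responses normalized and curve-fitted.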
D3 ag = qHTS of D3 Dopamine Receptor Agonist: qHTS; D(3) dopamine receptor (Homo sapiens), P35462; D3R DiscoveRx beta-arrestin cells, luminescence, 90 min; max activation, %; 410,000 tested, 0.58% active; in the data active means max activation above about 30%; further: 0% is about no effect; mostly tested at two doses, the higher about 12 µM
Target sequence (P35462 whole entry, looked up): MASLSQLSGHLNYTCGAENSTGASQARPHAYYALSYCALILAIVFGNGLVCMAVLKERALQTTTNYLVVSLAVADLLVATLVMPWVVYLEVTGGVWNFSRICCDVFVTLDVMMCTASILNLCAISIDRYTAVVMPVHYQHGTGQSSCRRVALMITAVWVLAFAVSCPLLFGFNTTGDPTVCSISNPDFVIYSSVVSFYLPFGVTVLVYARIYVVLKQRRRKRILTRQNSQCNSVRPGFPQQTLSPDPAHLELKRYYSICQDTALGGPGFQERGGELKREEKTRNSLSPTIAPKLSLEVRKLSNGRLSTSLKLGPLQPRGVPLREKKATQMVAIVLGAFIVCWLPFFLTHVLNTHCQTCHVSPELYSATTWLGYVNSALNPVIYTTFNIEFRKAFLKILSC
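Agonist mode: compounds and dopamine controls were applied to plated cells for 90 min at 37 degrees C after an overnight attachment at 1500 cells/well. Luminescent read-out followed 30 - 60 minutes at room temperature with DiscoveRx detection reagent.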
HT1080 IDH1KD tx = qHTS for induction of synthetic lethality in tumor cells producing 2HG: qHTS for the HT-1080-IDH1KD cell line. 360,000 tested, 2% active. HT-1080 IDH1 knockdown viability, ATP luminescence, 48 h. AID 686971, 2013. Potency, µM (series often up to 46.1 µM), inactives show at the highest dose activity, negative = toxicity, most hits filed as cytotoxic;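 further: potency means the concentration at half of the fitted maximal effect; 0% = DMSO wells and -100% = cell-free medium wells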
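After a 2 h attachment period, IDH1KD HT-1080 cells took pin-transferred compound for 48 h at 37 °C; ATP-based luminescence after 10 min room-temperature reagent incubation reported viability.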
HT1080-NT tox = qHTS for induction of synthetic lethality in tumor cells producing 2HG: qHTS for the HT-1080-NT fibrosarcoma cell line; AID 686970, 2013; Potency, µM (top dose mostly 46.1 µM), inactives show at the highest dose activity, negative = less viability, usual class: cytotoxic; HT-1080-NT fibrosarcoma viability, CellTiter-Glo ATP luminescence, 48 h; 360,000 tested, 1.6% active;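 further: NT is the 2HG producing partner of a matched IDH1 knockdown line; potency means the concentration at half of the fitted maximal effect; 0% = DMSO-treated cells and -100% = media-only wells without cells; nearly all actives have a fitted effect of over 55% in size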
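Viability of the 2HG-overproducing fibrosarcoma line after 48 hours of compound exposure at 37 degrees C was determined by luminescence with CellTiter-Glo, and concentration-effect curves were then fitted and categorized.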
DRD3 antagonist = qHTS of D3 Dopamine Receptor Antagonist: qHTS; max response, negative = inhibition, %; 360,000 tested, 2.5% active; D3R cells, DiscoveRx beta-arrestin luminescence, antagonist mode; active compounds read low; AID 652054, 2013; D(3) dopamine receptor (Homo sapiens), P35462; in the data active means max response below about -50%; inconclusive means no clear call, values can overlap the other calls; further: on the % scale 0 is the no-effect control and ±100 the full control effect; mostly tested at two doses, the higher about 12 µM
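Cells plated overnight at 1500 cells/well, then exposed to library compounds with dopamine controls for 90 minutes at 37 degrees C. DiscoveRx reagent added for 30–60 minutes at room temperature; luminescence read, quantitative HTS format.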
SW480 rereplic = A quantitative high throughput screen for small molecules that induce DNA re-replication in SW480 colon adenocarcinoma cells | SW480 DNA re-replication, Hoechst DNA content imaging, 48 h | Potency, µM (doses to about 46.1 µM), inactives show at the top dose re-replication activation, usual class: activators | 340,000 tested, 1.8% active | AID 624297, 2012; further: potency means the concentration at half of the fitted maximal effect; % of control where 0% means no effect; nearly all actives have a fitted effect of over 55% in size
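Treated cells incubate 48 hr (37 C, 5% CO2), are stained 40 min with Hoechst, and nuclear fluorescence is enumerated; a rise in nuclei with high DNA signal marks re-replication.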
IL-1B inflam inh = qHTS for Inhibitors of Inflammasome Signaling: IL-1-beta AlphaLISA Primary Screen; AID 743279, 2014; activity change, % at 57.5 µM; THP-1 LPS/ATP IL-1B secretion, AlphaLISA, 16 h; active compounds read low; 360,000 tested, 4.7% active; in the data active means activity change below about -50%; inconclusive means mostly about -30% to -49%; further: on the % scale 0 is the no-effect control and ±100 the full control effect
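THP-1 cells pretreated 1 hr with compounds (up to 57.5 uM final), then stimulated with LPS (250 ng/mL final) plus ATP (1.25 mM final); secreted IL-1B measured by AlphaLISA after 16 hr, decreased signal indicating inhibition.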
GLP1R ag = qHTS of GLP-1 Receptor Agonists; Potency, µM (top dose mostly 45.6 µM), inactives show at the highest dose activation, most hits filed as activators; 380,000 tested, 0.007% active; HEK293 GLP-1R CRE-luciferase, luminescence, 4-6 h; cells express a hypersensitive GLP-1R form; AID 624172, 2012; Glucagon-like peptide 1 receptor (Homo sapiens), P43220; further: potency means the concentration at half of the fitted maximal effect; % of control where 0% means no effect
Target sequence (P43220 whole entry, looked up): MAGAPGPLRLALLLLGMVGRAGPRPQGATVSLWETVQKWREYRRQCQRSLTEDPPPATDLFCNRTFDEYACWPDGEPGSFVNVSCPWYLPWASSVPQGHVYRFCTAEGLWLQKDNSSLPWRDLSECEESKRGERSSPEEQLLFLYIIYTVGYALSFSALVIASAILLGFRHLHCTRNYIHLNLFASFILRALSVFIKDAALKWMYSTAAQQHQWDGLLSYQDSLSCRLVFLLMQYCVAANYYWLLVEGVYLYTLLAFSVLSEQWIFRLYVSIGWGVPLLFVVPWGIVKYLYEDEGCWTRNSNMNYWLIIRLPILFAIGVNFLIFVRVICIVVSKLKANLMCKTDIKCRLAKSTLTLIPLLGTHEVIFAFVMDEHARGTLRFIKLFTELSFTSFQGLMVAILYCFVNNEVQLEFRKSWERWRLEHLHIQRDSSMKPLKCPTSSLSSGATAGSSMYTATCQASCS
KB-3-1 cytotox = qHTS assay for MDR1-selective chemotherapeutics: Primary screen using the parental adenocarcinoma cell KB-3-1; KB-3-1 viability, CellTiter-Glo ATP luminescence, 72 h; Potency, µM (top dose mostly 46.1 µM), without a hit: top-dose activity change, negative = cytotoxic, actives largely listed as cytotoxic; 400,000 tested, 1.4% active; further: potency means the concentration at half of the fitted maximal effect; on the % scale 0 is the no-effect control and ±100 the full control effect; nearly all actives have a fitted effect of over 60% in size
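72 h, 37 °C compound treatment of KB-3-1 parental cells; CellTiter-Glo added, 10 min, luminescence read. Data corrected against DMSO-only plates and normalized before curve fitting.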
The depositor's hits bear a star; ? = inconclusive; · = no result given; & = joins results of further samples; [ ] = another dose, or the depositor's remark. Unless noted, the call rests on the fitted dose curve; in most records, active means well fitted curve in the direction sought with a large enough effect; inconclusive means small, poorly fitted or top-dose-only effect, or another doubt; inactive means no such curve, though single readings can be large; an effect the other way counts as inactive or inconclusive.

SMILES	KB-V1 cytotox	D3 ag	HT1080 IDH1KD tx	HT1080-NT tox	DRD3 antagonist	SW480 rereplic	IL-1B inflam inh	GLP1R ag	KB-3-1 cytotox
O=C(Nc1ccc(Oc2ccc(Br)cc2)cc1)C1=CC=CN2CCS(=O)(=O)N=C12	0%	-1	-2%	-11%[9.24 µM]	-3	?	0	1%	0%
CNC(=O)[C@@]1(C)C=C[C@@H](Cc2ccccc2)N1C(=O)OC	6%	-19	-5%	-4%	0	-12%	-17	-1%	-16%
CCOC(=O)c1c(NC(=O)CCC(=O)N2CCOCC2)sc2c1CC(C)(C)OC2	0%	-22	3%	-3%	15	-7%	-2	17%	-3%
COc1ccccc1NC(=S)N/N=C1\CC(C)(C)Oc2ccc(O)cc21	-16%	8	5%	-25%	12	?	?	19%	?
COCCOc1cnn(-c2cc(Oc3ccc(C)cc3)ncn2)c(=O)c1Cl	1%	2	8%	4%	-5	1%	-9	-19%	8%
COc1cc(C(=S)N2CCOCC2)cc(OC)c1OS(=O)(=O)c1ccc(C)cc1	7%	2	2%	5%	0	-53%[inhibitor]	-3	2%	-4%
CCCCCCn1c(=O)n2n(c1=O)C[C@]1(OC(=O)NCc3ccco3)CN(S(=O)(=O)c3ccc(C)cc3)C[C@]1(O)C2	-8%	5	1%	-1%	10	·	-1	2%	-7%
Cc1ccc(NC(=S)Nc2cccc(-c3n[nH]c(=S)o3)c2)cc1	10%	2	10%	17%	-22	-8%	16	0%	13%
COc1ccc2c(Cl)c(C(=O)NCCCn3ccnc3)sc2c1	-18%	-2	8%	-4%	18	1%	-11	1%	2%
CCN(CC)C(=O)C(=O)c1cccn1-c1cccc(-n2cccc2C(=O)C(=O)N(CC)CC)c1C#N	?	-9	-2%	2%	-4	-5%	2	-1%	-4%
CCOC(=O)C1=C(COc2ccccc2)NC(=O)NC1c1cccc([N+](=O)[O-])c1 (centres undefined)	10%	15	4%	5%	26	-7%	?	9%	-2%
Oc1ccc(C[C@H]2CNCCN2CCCCC2CCCCC2)cc1	?	-9	23µM*	23µM*	-21	-23%	?	8%	?
Cc1ccnc(N2CCN(c3cc(C)c(C#N)c4nc5ccccc5n34)CC2)c1	-9%	0	8%	5%	8	?	8	-10%	-1%
CC(C)NC(=O)C1(C)CCN1Cc1ccc(Cl)cc1 (centres undefined)	5%	-1	20%	26%	1	·	9	10%	0%
O=C(O)CC(=O)Nc1ccccc1	2%	-2	-3%	-1%	-7	-21%	-1	-6%	-3%
COc1ccc(CCC(=O)OCC(=O)Nc2c(C)n(C)n(-c3ccccc3)c2=O)cc1	?	2	13%	21%	9	-6%	3	-7%	0%
Cc1ccc(/C=C/C(=O)O)cc1S(=O)(=O)NCCCC(=O)O	19%	-1	8%	10%	3	-7%	25	1%	27%
CC(=O)N/N=C/c1cc(C(C)C)cc(/C=N/NC(C)=O)c1O	?	10	?	-16%	-11	15µM*	26	10%	13%
CCCCNS(=O)(=O)c1ccc(OC)c2ncccc12	0%	2	-6%	3%	50	-4%	1	-9%	18%
CCOC(=O)C1=C(C)N(C)C(=O)NC1c1cccc([N+](=O)[O-])c1 (centres undefined)	-10%	-22	-1%	12%	-10	-8%	-3	4%	-2%
CN1CCN(c2cc(-c3cc(O)c4ncccc4c3)ccn2)CC1	-11%	·	·	·	·	?	·	0%	?
CCOC(=O)c1c(NC(=O)CSc2cn(CCNC(=O)c3ccccc3OC)c3ccccc23)sc2c1CCCC2	?	6	·	·	·	·	·	-1%	?
O=C(NCC(c1ccco1)N1CCN(c2ccc(F)cc2)CC1)c1ccco1 (centres undefined)	?	5	4%	4%	-6	-25%	-5	-4%	3%
CSc1nc(-c2cccs2)c(C#N)c(=O)[nH]1	?	2	16%	10%	-10	16%	66	9%	-7%
Cc1ccc(-c2csc(NCCn3c(-c4ccncc4)nc4ccccc43)n2)cc1	21µM*	51*	-7%	-2%	120	0%	6	5%	?
More entries follow.
SMILES	KB-V1 cytotox	D3 ag	HT1080 IDH1KD tx	HT1080-NT tox	DRD3 antagonist	SW480 rereplic	IL-1B inflam inh	GLP1R ag	KB-3-1 cytotox
c1ccc(OCc2nn3c(Cn4cnc5ccccc54)nnc3s2)cc1	?	15	-5%	-7%	20	-7%	17	0%	1%
CCCCn1c(Oc2ccc(C(=O)OC)cc2)nc2c1c(=O)n(C)c(=O)n2C	16µM*	-6	5%	-11%	37	-7%	-73*	-1%	-13%
CCOC(=O)c1c(-c2ccccc2)oc2ccc(OCC(N)=O)cc12	-4%	9	0%	4%	23	-6%	10	15%	1%
COc1ccccc1-c1nnc(SCC(=O)NCc2cccs2)n1N	23%	2	0%	-4%	20	-2%	18	9%	1%
O=C(NCCCN1CCOCC1)c1cc(-c2ccc(Br)cc2)on1	-25%	4	-4%	?	-12	7%	-62*	5%	-10%
CCCCCC(=O)Nc1cccc(C2=NOC3(C2)C[C@@H](C(N)=O)N(C(=O)c2ccc(Cl)cc2)C3)c1 (some centres undefined)	12%	11	0%	-3%	-9	-1%[9.22 µM]	?	-4%	3%
COc1ccc(-c2noc(CCCC(=O)NCC3CCCO3)n2)cc1 (centres undefined)	-33%	9	-12%	-9%	2	-7%	12	0%	-24%
O=C(COc1ccccc1)N=C1SC2CS(=O)(=O)CC2N1c1ccccc1F (centres undefined)	?	-5	6%	17%	-11	-8%	10	2%	2%
CCOCCCNC(=O)c1cc2c(=O)n3ccccc3nc2s1	-11%	9&0	2%	2%	8	?	5	20%	9%
COc1ccc(/C=C/C(=O)O)cc1S(=O)(=O)NC1CCS(=O)(=O)C1 (centres undefined)	-3%	1	17%	13%	11	0%	25	1%	8%
COC(=O)[C@@]1(Cc2ccccc2)[C@H]2C(=O)N(C)C(=O)[C@H]2[C@H]2CN=C(SCC(=O)c3ccccc3)N21	27%	14	-12%	-12%	9	-20%[9.22 µM]	3	-6%	-1%
Cc1nc(CNS(=O)(=O)c2cc(C)c(C)cc2C)cs1	-1%	2	4%	3%	6	1%	6	1%	-4%
Fc1ccc(-n2nnc(-c3ccnc4ccccc34)n2)cc1	-4%	14	9%	-1%	46	1%	28	-3%	-1%
COc1ccc(NC(=O)Nc2nc(C(N)Cc3ccc(C(F)(F)F)cc3)cs2)cc1 (centres undefined)	?	3	?	?	8	·	?	-7%	?
O=c1[nH]cnc2c([N+](=O)[O-])cccc12	13%	-11	10%	9%	-80*	1%	19	-5%	0%
O=C(Cn1cc(C(=O)c2ccco2)c2ccccc21)NC1CCCCC1	7%	-4	0%	-5%	15	-3%	-4	-1%	-17%
CC(OC(=O)c1c2c(nc3ccccc13)/C(=C\c1ccc3c(c1)OCO3)CCC2)C(=O)Nc1ccc(S(N)(=O)=O)cc1 (centres undefined)	-28%	-2	?	-9%	7	21µM*	?	-32%[inhibitor]	-14%
O=C(c1cccs1)N(Cc1ccccn1)Cc1ccco1	1%	-17	3%	4%	-23	-3%	-15	13%	3%
COc1ccc(CC(=O)OCC(=O)N(CC(C)C)c2c(N)n(Cc3ccccc3)c(=O)[nH]c2=O)cc1	?	-6	-1%	1%	3	-3%	4	-2%	-4%

Nine compounds already listed, sorted by length of the SMILES, descending:
SMILES	KB-V1 cytotox	D3 ag	HT1080 IDH1KD tx	HT1080-NT tox	DRD3 antagonist	SW480 rereplic	IL-1B inflam inh	GLP1R ag	KB-3-1 cytotox
COC(=O)[C@@]1(Cc2ccccc2)[C@H]2C(=O)N(C)C(=O)[C@H]2[C@H]2CN=C(SCC(=O)c3ccccc3)N21	27%	14	-12%	-12%	9	-20%[9.22 µM]	3	-6%	-1%
CCCCCC(=O)Nc1cccc(C2=NOC3(C2)C[C@@H](C(N)=O)N(C(=O)c2ccc(Cl)cc2)C3)c1 (some centres undefined)	12%	11	0%	-3%	-9	-1%[9.22 µM]	?	-4%	3%
COc1ccc(CC(=O)OCC(=O)N(CC(C)C)c2c(N)n(Cc3ccccc3)c(=O)[nH]c2=O)cc1	?	-6	-1%	1%	3	-3%	4	-2%	-4%
COc1ccc(NC(=O)Nc2nc(C(N)Cc3ccc(C(F)(F)F)cc3)cs2)cc1 (centres undefined)	?	3	?	?	8	·	?	-7%	?
O=C(COc1ccccc1)N=C1SC2CS(=O)(=O)CC2N1c1ccccc1F (centres undefined)	?	-5	6%	17%	-11	-8%	10	2%	2%
O=C(Cn1cc(C(=O)c2ccco2)c2ccccc21)NC1CCCCC1	7%	-4	0%	-5%	15	-3%	-4	-1%	-17%
O=C(NCCCN1CCOCC1)c1cc(-c2ccc(Br)cc2)on1	-25%	4	-4%	?	-12	7%	-62*	5%	-10%
Cc1nc(CNS(=O)(=O)c2cc(C)c(C)cc2C)cs1	-1%	2	4%	3%	6	1%	6	1%	-4%
O=C(c1cccs1)N(Cc1ccccn1)Cc1ccco1	1%	-17	3%	4%	-23	-3%	-15	13%	3%
